Assay outcomes (PubChem)
M1 PAM = human M1 muscarinic receptor positive allosteric modulators, primary screen, CHO-K1 cells, Fluo-8 calcium fluorescence, 1536-well; Muscarinic acetylcholine receptor M1 (Homo sapiens), P11229; CHO-K1 hM1, ACh EC20; 0% = ACh EC20, 100% = maximal ACh; activation, % at 3 µM; actives 0.088% (n = 360,000); in the data active means activation above about 19%, passing the limit was not always enough
Target sequence (P11229 whole entry, looked up): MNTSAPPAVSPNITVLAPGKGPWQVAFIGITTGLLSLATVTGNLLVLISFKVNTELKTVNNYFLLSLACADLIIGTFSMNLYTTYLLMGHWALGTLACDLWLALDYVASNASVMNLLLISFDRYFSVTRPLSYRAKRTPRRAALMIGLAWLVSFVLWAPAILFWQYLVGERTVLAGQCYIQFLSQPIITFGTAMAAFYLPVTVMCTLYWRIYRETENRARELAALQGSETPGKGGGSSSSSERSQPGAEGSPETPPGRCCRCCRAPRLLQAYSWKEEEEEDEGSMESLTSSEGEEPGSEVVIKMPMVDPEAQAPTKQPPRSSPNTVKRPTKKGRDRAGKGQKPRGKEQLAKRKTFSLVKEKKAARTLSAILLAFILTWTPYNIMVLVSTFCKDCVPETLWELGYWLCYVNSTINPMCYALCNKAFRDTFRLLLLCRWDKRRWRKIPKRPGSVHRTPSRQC
M4 antag = human M4 muscarinic receptor antagonists, primary screen, CHO cells, Fluo-8 calcium fluorescence; Muscarinic acetylcholine receptor M4 (Homo sapiens), P08173; CHO-hM4 cells, ACh EC80; inhibition, % at 3 µM; actives 0.73% (n = 360,000);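 active means inhibition above its plate's cutoff, the mean inhibition of sample wells plus 3 SD, cut at about 27% in these data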;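 further: 0% = acetylcholine EC80 with DMSO and 100% = DMSO without agonist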
M5 ag = human M5 muscarinic receptor agonists, primary screen, CHO-K1 cells, Fluo-8 calcium fluorescence. Muscarinic acetylcholine receptor M5 (Homo sapiens), P08912. CHO-K1 hM5 cells; 0% DMSO wells, 100% maximal acetylcholine response. activation, % at 3 µM. actives 0.19% (n = 360,000). AID 624037, 2012;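 active means activation above the run's mean over test compounds plus 3 SD, cut at about 23% in these data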;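 further: signal is peak over basal fluorescence ratio across the kinetic read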
Target sequence (P08912 whole entry, looked up): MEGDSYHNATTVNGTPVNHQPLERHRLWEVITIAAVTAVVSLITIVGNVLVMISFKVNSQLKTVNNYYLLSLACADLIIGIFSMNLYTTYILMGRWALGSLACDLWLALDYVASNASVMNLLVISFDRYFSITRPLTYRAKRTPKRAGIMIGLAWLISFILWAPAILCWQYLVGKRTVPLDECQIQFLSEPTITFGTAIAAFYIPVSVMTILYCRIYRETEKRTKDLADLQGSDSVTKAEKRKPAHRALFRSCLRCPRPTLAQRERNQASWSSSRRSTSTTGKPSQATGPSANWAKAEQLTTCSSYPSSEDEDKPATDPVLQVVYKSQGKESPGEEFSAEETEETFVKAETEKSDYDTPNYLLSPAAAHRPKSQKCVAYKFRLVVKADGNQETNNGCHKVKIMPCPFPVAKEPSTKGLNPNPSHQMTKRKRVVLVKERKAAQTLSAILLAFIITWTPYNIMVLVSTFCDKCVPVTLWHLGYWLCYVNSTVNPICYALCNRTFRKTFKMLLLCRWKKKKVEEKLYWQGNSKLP
CHRM4 PAM = human M4 muscarinic receptor positive allosteric modulators, primary screen, CHO-K1 cells, Fluo-8 calcium fluorescence; CHO-K1 hM4/Gqi5, ACh EC20; 0% = ACh EC20, 100% = maximal ACh; activation, % at 3 µM; Muscarinic acetylcholine receptor M4 (Homo sapiens), P08173; actives 0.4% (n = 360,000);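 active means activation above its plate's cutoff, the mean activation of sample wells plus 3 SD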; further: some results filed as inactive read as strong as hits
M5 antag = human M5 muscarinic receptor antagonists, primary screen, CHO cells, Fluo-8 calcium fluorescence. Muscarinic acetylcholine receptor M5 (Homo sapiens), P08912. actives 0.59% (n = 360,000). inhibition, % at 3 µM. CHO-hM5 cells, ACh EC80;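 active means inhibition above a per-plate cutoff, the mean of that plate's test compounds plus 3 SD, cut at about 27% in these data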;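 further: 0% = acetylcholine EC80 with DMSO and 100% = DMSO without agonist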
CRFR2-BP antag = antagonists of CRF-BP/CRF-R2 complex, primary screen, cell-based, HEK293, calcium dye fluorescence, uHTS | inhibition, % at 11.8 µM | actives 0.59% (n = 350,000) | CRF-induced calcium fluorescence;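 active means inhibition of the ligand-induced calcium signal above about 50% at the single tested concentration, limit read from the data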
M5 PAM = human M5 muscarinic receptor positive allosteric modulators, primary screen, CHO-K1 cells, Fluo-8 calcium fluorescence | Muscarinic acetylcholine receptor M5 (Homo sapiens), P08912 | CHO-K1 hM5, ACh EC20 PAM; 0% = ACh EC20, 100% = ACh EC100 | activation, % at 3 µM | actives 0.3% (n = 360,000);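 active means activation above the run cutoff, the mean activation of all test compounds plus 3 SD, cut at about 18% in these data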
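Probe or stimulus: acetylcholine, EC20 level; Assay system: human M5 receptor in CHO-K1 cells; Schedule: compound preincubation 140 s before EC20 acetylcholine addition; Technique: intracellular calcium via Fluo-8 fluorescence; Dosing: single-point, 3 µM nominal; Read-out basis: percent activation from peak-over-basal fluorescence ratio, scaled EC20-to-EC100 acetylcholine; Repeats: one well per compound, no replicates.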
CRFBP-R2 agonist = agonists of CRF-BP/CRF-R2 complex, primary screen, cell-based, HEK293, calcium dye fluorescence, uHTS. actives 0.46% (n = 350,000). AID 588473, 2011. activation, % at 13.2 µM. CRF-binding protein / CRF receptor 2 complex (human). calcium dye fluorescence (FLIPR); percent of saturating CRF peptide response;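 active means activation of at least 50%, plus an integration ratio under a set limit after plate pattern correction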;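 further: plate controls were neutral control wells without compound for no effect and CRF at EC100 for full effect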
M4 ag = human M4 muscarinic receptor agonists, primary screen, CHO-K1 cells, Fluo-8 calcium fluorescence; Muscarinic acetylcholine receptor M4 (Homo sapiens), P08173; CHO-K1 hM4/Gqi5; vehicle 0%, full acetylcholine response 100%; activation, % at 3 µM; actives 0.14% (n = 360,000); AID 624127, 2012;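 active means activation above the run mean over all test wells plus 3 SD, cut at about 32% in these data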;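 further: peak over basal fluorescence ratio per well then scaled between controls; 0% = DMSO wells and 100% = acetylcholine at EC100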
* hit, by the source's call; . = not tested or not shown. Random draw from the library. Share with any hit: about 2.6%.

M1 PAM	M4 antag	M5 ag	CHRM4 PAM	M5 antag	CRFR2-BP antag	M5 PAM	CRFBP-R2 agonist	SMILES	M4 ag
8.8	9.0	-1.2	-0.9	2.0	-13.6	-3.2	-0.8	C=CCOc1cccc(C(=O)N2CCC(CCC(=O)NC3CC3)CC2)c1	1.4
-4.4	-9.9	1.6	7.9	-1.4	-7.2	-1.5	-0.5	CS(=O)(=O)N1CCC(C(=O)Nc2ccc(Cl)c(Cl)c2)CC1	4.6
2.3	-1.0	-1.1	0.8	0.8	13.4	3.8	-2.4	CCCCCN(C(=O)CCC(=O)OCCOc1ccc(OC)cc1)c1c(N)n(CCCC)c(=O)[nH]c1=O	-0.5
8.8	-7.5	-2.5	-2.1	3.4	-5.5	-0.7	0.1	CCOP(=O)(OCC)c1nc(-c2ccc(Br)cc2)oc1N1CCCCC1	2.0
6.0	-7.4	2.4	-10.5	-6.2	5.7	-5.6	-0.9	CNC(=O)/C(=C\c1cccc(Oc2ccccc2)c1)NC(=O)c1ccccc1	1.8
1.6	0.6	-2.6	5.3	4.8	1.3	-0.3	-0.9	Cc1ccc(NC(=O)C2CCCN(c3ncccn3)C2)cc1F (configuration not stated)	1.4
-7.1	13.6	8.4	-18.8	2.8	10.1	-12.4	-1.3	COc1ccccc1N1CCN(C(=O)CCCCCn2c(=O)[nH]c3ccsc3c2=O)CC1	11.7
4.3	-2.0	-3.8	6.7	12.0	7.5	-4.1	-0.3	COc1cc(NS(=O)(=O)c2ccc(F)cc2)c(C(=O)O)cc1OC	0.6

A section from further up, for reference:
M1 PAM	M4 antag	M5 ag	CHRM4 PAM	M5 antag	CRFR2-BP antag	M5 PAM	CRFBP-R2 agonist	SMILES	M4 ag
8.8	9.0	-1.2	-0.9	2.0	-13.6	-3.2	-0.8	C=CCOc1cccc(C(=O)N2CCC(CCC(=O)NC3CC3)CC2)c1	1.4
-4.4	-9.9	1.6	7.9	-1.4	-7.2	-1.5	-0.5	CS(=O)(=O)N1CCC(C(=O)Nc2ccc(Cl)c(Cl)c2)CC1	4.6

More records follow:
M1 PAM	M4 antag	M5 ag	CHRM4 PAM	M5 antag	CRFR2-BP antag	M5 PAM	CRFBP-R2 agonist	SMILES	M4 ag
-4.0	-13.5	-3.3	-5.7	-7.9	.	-0.9	.	CCc1nc2ccc(C(=O)NCCCn3ccnc3)cn2c1N(C)Cc1ccc(N(C)C)cc1	1.1
-8.0	-0.8	0.1	0.0	-3.9	-2.6	-9.4	5.6	CCS(=O)(=O)N1CCC(C(=O)NCc2ccccc2OC)CC1	1.6
3.9	6.5	-7.3	-6.5	4.9	-15.7	0.9	-0.8	Cc1cccc(N(C2C=CS(=O)(=O)C2)S(=O)(=O)c2ccccc2)c1 (configuration not stated)	0.5
0.9	4.3	-4.0	-6.0	6.7	-0.1	-3.1	-0.9	COc1ccc(C)cc1NC(=O)c1ccc(NS(=O)(=O)c2c(C)noc2C)cc1	3.2
-23.1	-12.1	-8.5	-10.3	4.9	9.2	-11.8	0.0	CN(C)C(CNC(=O)CCc1nc2cc(Cl)ccc2n(Cc2ccccc2)c1=O)c1ccccc1 (configuration not stated)	3.5
17.6	-14.8	3.3	7.7	-0.9	-1.4	2.5	-0.1	CCCCn1c(N)c(N(CC(C)C)C(=O)c2oc3ccc(OC)cc3c2C)c(=O)[nH]c1=O	-0.1
-1.3	-1.9	5.1	-6.3	5.6	9.3	-5.7	0.9	COc1ccccc1N1CCN(C(=O)c2ccc(NS(=O)(=O)c3ccc(C)cc3)cc2)CC1	9.6
5.3	-7.7	1.2	9.7	-4.6	1.4	2.2	-0.7	CCc1nc(SCC(N)=O)c2c(=O)n(C)c(=O)n(C)c2n1	1.4
5.2	-2.4	0.5	0.1	-7.9	6.2	9.6	1.4	CCOc1ccc(S(=O)(=O)N2Cc3ccccc3CC2C(=O)O)cc1 (configuration not stated)	0.4
8.2	-8.7	-5.8	-3.4	-14.3	10.1	6.3	0.3	Cc1nc2ccccn2c(=O)c1NC(=O)c1cccs1	0.4
1.0	3.2	4.6	-7.8	6.9	16.6	0.9	8.2	O=[N+]([O-])c1cc(Br)c(O)c(/C=N/Nc2nnnn2-c2cccc3ccccc23)c1	1.4
-5.8	13.9	0.5	-6.7	14.7	11.0	-14.7	-1.0	O=C(CNS(=O)(=O)c1ccccc1F)OCC(=O)c1c[nH]c2ccccc12	9.3
6.2	-6.5	-0.8	8.9	13.5	25.3	-7.0	0.2	Cc1occc1-c1nnc(SCC(=O)O)n1-c1ccccc1	0.1
-2.5	-3.0	-3.5	2.5	-0.6	24.2	-2.3	-0.6	CCCCn1nnc(NC(=O)COc2cc(C)ccc2C(C)C)n1	0.5
2.3	-5.2	-1.9	-3.0	22.7	-3.4	-7.7	1.3	C[C@@H](OC(=O)c1[nH]cnc1C(=O)N1CCN(C(=O)OC(C)(C)C)CC1)c1ccccc1	1.2
1.9	-6.1	3.3	11.0	1.2	9.8	7.5	-2.8	N#Cc1ccc(-c2ccc(C3Nc4ccccc4C(=O)N3O)o2)cc1 (configuration not stated)	1.6
11.9	0.2	-2.0	4.0	1.8	13.7	2.1	3.9	COc1ccc(C(C(=O)NC2CCCCC2)N(C(=O)c2ccccn2)c2cccnc2)cc1 (configuration not stated)	1.8
-0.4	0.2	-0.9	-1.5	-3.0	-11.7	-1.6	2.1	O=C(CSc1ccccc1)N1CCN(c2ccccn2)CC1	0.7
1.4	0.2	2.9	-4.9	-2.1	-22.9	6.2	-2.4	CCc1nc2sc3ccccc3c(=O)c2c(=O)n1Cc1ccco1	1.4
-13.6	36.1*	3.4	-11.2	73.9*	-2.3	-14.7	-0.6	C1=CN2CCC1C(c1ccccc1)C2 (configuration not stated)	2.5
7.1	-4.9	-2.2	-1.8	3.4	-1.8	-2.6	-0.7	CC(C)OCCCNC(=O)Nc1cccc2ccccc12	0.8
5.4	5.8	-1.6	-5.8	-1.0	24.8	-5.2	0.3	O=C(c1ccc([N+](=O)[O-])cc1)N1CCN(Cc2ccccc2[N+](=O)[O-])CC1	2.9
8.7	-11.7	-6.6	7.1	-12.1	-8.5	8.9	-4.1	Cc1noc(N)c1C(=O)Nc1ccc(C(C)(C)C)cc1	0.1
8.2	-8.8	-3.4	-3.2	-14.9	-20.1	-3.5	2.0	COC(=O)c1ccc(COC(=O)c2ccc(SC)cc2OC)cc1	3.9
15.6	-10.0	-1.7	7.1	7.6	-6.7	1.7	-0.6	Cc1ccc(S(=O)(=O)N2CCC(C(=O)Nc3cccnc3)CC2)cc1	2.5
1.0	-19.6	-3.4	10.4	-0.4	12.2	4.8	1.7	CC(C)(C)NC(=O)C(=O)NNC(=O)c1ccco1	1.5
7.2	-5.5	-2.0	7.5	-6.1	-13.9	3.9	4.3	COc1cccc(N2C(=NC(=O)C3CCCO3)SC3CS(=O)(=O)CC32)c1 (configuration not stated)	-1.4
.	-9.4	2.3	3.8	-4.7	.	-0.8	.	COc1ccc(Nc2c(-c3cc4ccccc4o3)nc3nc(C)cc(C)n23)cc1	0.1
1.9	11.4	0.4	-0.2	20.6	-5.7	-3.7	0.2	CCOc1c2ccc(C(=O)NCc3ccc4c(c3)OCO4)cc2nn1C	0.8
8.5	-2.0	-2.1	-0.5	3.2	-18.1	1.4	3.6	Cc1[nH]n(-c2ccccc2)c(=O)c1C=Nc1ccc(S(=O)(=O)N(C)C)cc1	1.4
9.0	3.4	-0.2	4.0	12.0	22.2	-3.8	0.2	C=CC[C@@H](CC(=O)N[C@H](CO)Cc1ccccc1)C(=O)NC[C@@H](OC(=O)[C@@H](CC=C)Cc1ccc(F)cc1)c1ccccc1	4.9
11.9	-1.5	-1.6	-2.2	-2.5	-6.2	2.6	-1.1	CN(C)c1ccc(CNc2ncn[nH]2)cc1	1.3
9.4	-4.5	0.5	9.4	-3.4	9.6	2.8	1.6	CCOC(=O)C(NCCc1ccccc1)(NC(C)=O)C(F)(F)F (configuration not stated)	1.2
-5.9	-10.0	2.2	7.2	-6.1	7.0	-0.5	-2.8	Cc1cc(C)nc(N2CCC(C(=O)NC3CCCc4ccccc43)CC2)n1 (configuration not stated)	0.8
9.9	-3.2	-4.7	8.7	5.5	10.6	3.8	0.0	COc1cc(CN2CCNC(=O)C2CC(=O)N2CCCN(C(C)=O)CC2)cc(OC)c1 (configuration not stated)	0.3
-0.6	3.1	-5.0	0.3	-2.9	1.1	18.3*	0.4	CCn1nnnc1SCC(=O)NCc1cccs1	0.2
1.8	1.9	-2.5	4.0	4.6	8.7	-3.6	0.2	CCCC(C)NC(=O)/C=C/c1cccc([N+](=O)[O-])c1 (configuration not stated)	2.6
8.0	1.1	1.7	-0.3	9.0	3.6	2.1	-0.9	NCCCC[C@@H]1NC(=O)c2cc([N+](=O)[O-])cc(I)c2SC[C@@H](C(N)=O)NC(=O)[C@H](Cc2ccc(O)cc2)NC1=O	-1.4
12.9	-9.1	5.3	5.3	10.1	-4.5	-3.5	-2.5	CCOC(=O)c1c(C)[nH]c(C)c1C(=O)COC(=O)Cc1ccc(OC)c(OC)c1	1.8
15.6	-0.4	-0.8	0.8	-1.4	-5.0	2.1	2.5	O=C(O)c1ccccc1N=Nc1c(O)[nH]c2ccc([N+](=O)[O-])cc12	1.0
-10.9	1.3	-8.2	-1.0	-1.1	19.2	-3.1	-1.1	O=C(NNC(=O)c1cc(OCC(F)(F)F)ccc1OCC(F)(F)F)c1cccc(C(F)(F)F)c1	-0.7
-3.7	-14.0	-8.4	-5.8	6.8	26.8	-8.0	-0.7	Cc1ccccc1N1CCN(C2CCCN(C(=O)c3ccc(Cl)s3)C2)CC1 (configuration not stated)	5.2
4.0	-0.8	-6.3	-1.5	2.3	4.6	-3.0	0.4	Cc1noc(C)c1COC(=O)CCc1nc2ccccc2c(=O)[nH]1	-0.1
2.7	-13.2	-3.0	8.7	-8.1	1.1	5.5	0.1	Cc1ccc(S(=O)(=O)NCCCNC(=O)c2ccccc2)cc1	0.1
4.9	-3.8	-2.2	2.6	-0.5	0.5	7.1	0.6	O=C(/C=C/c1c(F)cccc1Cl)N1CCOCC1	1.0
8.1	1.7	-4.2	-2.3	2.2	5.5	4.0	-1.5	COc1ccccc1NC(=O)C(=O)NNS(=O)(=O)c1ccc2ccccc2c1	2.8
.	1.0	-0.9	-3.2	5.0	.	-4.4	.	Cc1cc2nc(-c3ccc(C#N)cc3)c(Cc3ccsc3)n2c(C)c1Br	-0.5
7.4	-0.9	4.7	26.9	-10.2	-1.0	4.9	2.2	O=C(c1ccccc1)c1ccccc1C(=O)N1CCOCC1	0.8
5.0	-20.6	-1.2	15.1	-4.0	6.5	0.9	-1.4	COc1cc(C(c2sc3nc(C)nn3c2O)N2CCc3ccccc3C2)cc(OC)c1OC (configuration not stated)	0.7
